Compound activity: PubChem BioAssay, several laboratories
Abs 340nm: absorbance at 340 nm; 65,000 tested, under 10 active; compound absorbance at 340 nm, fold over control; fold change at 10 µM;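 active means at 10 µM dose, initial 340 nm absorbance at least 2 fold that of control wells; inactive means change under 2 fold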;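 further: initial absorbance extrapolated from kinetic A340 decline of NADH oxidation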
Hsp90 inh: displaces geldanamycin probe from tumor Hsp90 | P07900 | 0.35% of 64,000 active | NCI-N417 lysate Hsp90, Cy3B-geldanamycin FP displacement | inhibition, % at 30 µM | AID 429;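 active means inhibition above 50%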;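 further: 0% = tracer plus lysate wells and 100% = tracer alone without lysate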
Cdc25B block: human M-phase inducer phosphatase 2 inhibition; P30305; recombinant Cdc25B, OMFP fluorescence Ex485/Em525; inhibition, %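 (compounds tested at 10 µM final in the well)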; 0.1% of 65,000 active; in the data active means inhibition above about 50%
Fluor 339 460: intrinsic fluorescence of library compounds, ex339/em460 – biochemical, MLSMR library, data from DPM-DC assay, artefact control, profiling panel; fluorescence fold increase at 10 µM; AID 709; 5.5% of 65,000 active; compound autofluorescence, ex339/em460 nm, NADH buffer; hits give high values; 1 = no-compound wells, NADH background;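 active means at 10 µM, mean starting fluorescence two-fold or more over control wells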;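 further: signal is the first read of a kinetic run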
JNK3 blocker: blocks human JNK3 kinase activity; P53779; purified JNK3 kinase activity, HTS; inhibition, % at 8 µM; 0.61% of 60,000 active; in the data active means inhibition above about 17%;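 further: 0% = DMSO and 100% = reference inhibitor; many of its hits are not listed in these tables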
Target sequence (P53779 whole entry, looked up): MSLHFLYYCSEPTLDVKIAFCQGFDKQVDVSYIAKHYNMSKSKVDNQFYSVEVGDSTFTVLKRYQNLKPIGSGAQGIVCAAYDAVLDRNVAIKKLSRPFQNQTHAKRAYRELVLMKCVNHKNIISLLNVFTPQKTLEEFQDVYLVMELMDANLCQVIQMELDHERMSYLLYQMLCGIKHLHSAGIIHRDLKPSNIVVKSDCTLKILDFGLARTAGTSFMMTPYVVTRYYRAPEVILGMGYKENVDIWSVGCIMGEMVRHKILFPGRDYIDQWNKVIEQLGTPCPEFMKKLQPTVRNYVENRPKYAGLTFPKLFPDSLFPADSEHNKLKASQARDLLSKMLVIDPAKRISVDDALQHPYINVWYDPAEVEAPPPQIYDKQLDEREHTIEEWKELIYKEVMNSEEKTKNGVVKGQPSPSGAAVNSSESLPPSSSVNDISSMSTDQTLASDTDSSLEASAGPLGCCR
HER2 expr 66K: lowers expression of human Her2 kinase; 0.69% of 65,000 active; SKBR-3 HER2 protein level, AlphaScreen, 18-24 h; hits give low values; HER2 level % of control, % at 10 µM; P04626;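 active means HER2 level under 5% of the carrier-only control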;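 further: 100% = DMSO carrier and 0% = 500 nM PU-H71 HSP90 inhibitor; lower value means stronger loss of Her2 protein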
ROCK2 blocker: inhibitors of human Rho kinase 2; purified ROCK2, Kinase-Glo ATP depletion luminescence; inhibition, % at 6 µM; 0.35% of 60,000 active; AID 604;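 active means inhibition above the screen-wide mean inhibition plus 3 SD, cut at about 18% in these data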;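 further: plate controls were DMSO wells for no effect and Y-27632 control wells after no-enzyme background subtraction for full effect; many of its hits are not listed in these tables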
PKA kinase inh: inhibitors of human protein kinase A. PKA Kemptide phosphorylation, Kinase-Glo ATP luminescence. inhibition, % at 6 µM. AID 524. 0.1% of 65,000 active;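 active means inhibition above the screen-wide mean inhibition plus 3 SD, cut at about 21% in these data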; further: many of its hits are not listed in these tables
MKP-1 inh: inhibitors of human MKP-1 phosphatase; P28562; recombinant MKP-1, OMFP hydrolysis fluorescence; inhibition, %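 (compounds tested at a single concentration somewhere between 10 and 100 µM)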; 0.15% of 65,000 active; AID 374;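 active means inhibition above about 50%, limit read from the data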;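 further: 0% = DMSO max control wells and 100% = wells with enzyme stopped by NaOH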
Target sequence (P28562 whole entry, looked up): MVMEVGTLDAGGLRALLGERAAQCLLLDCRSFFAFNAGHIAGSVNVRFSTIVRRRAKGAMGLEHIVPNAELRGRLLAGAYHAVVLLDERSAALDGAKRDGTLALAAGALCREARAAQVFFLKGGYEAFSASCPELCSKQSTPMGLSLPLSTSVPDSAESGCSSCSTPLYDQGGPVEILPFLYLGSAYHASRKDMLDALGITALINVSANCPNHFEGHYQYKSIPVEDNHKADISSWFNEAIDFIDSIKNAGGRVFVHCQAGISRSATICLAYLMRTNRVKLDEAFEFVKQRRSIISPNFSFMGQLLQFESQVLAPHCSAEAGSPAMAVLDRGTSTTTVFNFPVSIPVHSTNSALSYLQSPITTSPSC
Starred values were filed as active, the others as inactive; · = no result given. Some of the compounds tested. The share of hits here may be higher or lower than overall.

SMILES	Abs 340nm	Hsp90 inh	Cdc25B block	Fluor 339 460	JNK3 blocker	HER2 expr 66K	ROCK2 blocker	PKA kinase inh	MKP-1 inh
COc1ccccc1N1CCN(C(=O)CSc2ncccc2-c2nc3ccccc3[nH]2)CC1	1.1	1	-8	1.4	·	81	·	7	35
Cc1cc(C(=O)N2CCCc3ccccc32)no1	0.99	-2	-2	1	-1	85	-2	-5	-2
CC1(C)CC(=O)CC(=NCC(=O)O)C1	1	1	-2	1.1	-7	69	2	-4	-10
Cc1cc(/C=N/n2cnnc2)c(C)n1-c1cccc(Cl)c1	1	-6	-2	1	5	133	2	7	-6
CN(CCCNC(=O)Cn1cc2c(n1)CCCC2)C1CCCCC1	1.1	0	-6	1.1	9	74	-9	-4	13
O=C(CSc1nnc(Cc2ccccc2)n1-c1ccccc1)N1CCOCC1	1	0	2	1	-3	101	-2	-2	20
CC(C)N(Cc1ccccc1)S(=O)(=O)N(C)C	1	-2	-15	1.1	8	105	8	12	-13
CCC(C)(C)n1nnnc1CN1CCSCC1	0.96	0	-12	1.1	2	158	8	8	33
Cc1cc(Nc2ccc(C)c(F)c2)n2ncnc2n1	1	-5	-2	1.1	1	95	1	7	2
CCOc1ccccc1NC(=O)CCC(=O)O	1	2	-10	1	-3	79	-4	-4	-14
O=C(CSc1nnc(-c2ccncc2)n1-c1ccc(F)cc1)NC(=O)NCc1ccco1	0.98	-2	-6	1	4	102	6	10	22
C=C(C)COc1ccc2c(C)c(CC(=O)OC)c(=O)oc2c1C	1.1	-1	-12	3.8*	-11	79	-2	2	1
CC(C)=CC1C(C(=O)Nc2ccc(Br)cn2)C1(C)C (stereo not drawn)	1	-2	-9	1.1	-3	92	5	8	2
Cc1n[nH]c(C)c1-c1nc2ccccc2[nH]1	1	2	2	1	0	108	-1	-3	17
CCOc1ccccc1-n1c(SCC(=O)N(C(C)C)C(C)C)nnc1-c1cccnc1	1	-1	-22	1.1	2	63	3	12	3
Cc1cccc(-c2nnc(-c3ccc(N)cc3)o2)c1	1.2	-1	-5	3.7*	7	88	8	10	4
COC(=O)NCCOc1cc(C)ccc1C	1	-4	-5	1.1	-2	89	-1	-3	14
O=C(Oc1cc(=O)oc2ccccc12)c1ccco1	0.98	0	-11	1.1	7	107	1	2	-35
CCSc1ncc(Cl)c(C(=O)Nc2ccc(S(=O)(=O)Nc3onc(C)c3C)cc2)n1	1.1	-10	-11	1.1	7	·	9	11	24
CCN(CC)C(=O)CN(C#N)c1nc(OC)nc(N(C)C)n1	1	·	-9	1.1	·	98	·	-2	14
Cc1cc(C)nc(SC2=CS(=O)(=O)c3ccccc32)n1	1	-1	-1	1.1	3	39	0	-3	2
COC(=O)C1=C(C)NC2=C(C(=O)CCC2)C1c1coc2ccccc2c1=O (stereo not drawn)	1.1	-5	1	1.5	2	96	6	6	-8
Cc1ccc(-c2cc(C(=O)NCC3CCCO3)no2)cc1 (stereo not drawn)	1	-4	-13	1.1	2	92	2	1	2
O=C1c2ccccc2C(=O)N1Cc1nc2ccccc2c(=O)n1CCN1CCOCC1	0.99	0	0	1.1	-1	152	5	-1	5
O=C(O)C1Nc2c(O)cccc2C2C=CCC12 (stereo not drawn)	1	-10	56*	1.1	3	38	5	-7	31
Cc1c(C(=O)NCc2ccco2)sc2nc(-c3ccccc3)cn12	1	0	-6	1.1	2	92	3	2	10
CCc1ccc(OCC(=O)N(C)C2CCS(=O)(=O)C2)cc1 (stereo not drawn)	0.99	-2	-16	0.76	2	88	0	-5	4
COc1ccc(NS(=O)(=O)c2ccc3c(c2)oc(=O)n3C)c(OC)c1	1	1	-11	1.1	-2	102	3	10	1
CCn1nnnc1-c1ccc(OC)c(S(=O)(=O)N2CCCCC2)c1	1	0	3	1.1	2	94	1	8	-14
CCOC(=O)c1c(-c2ccccc2)c(C(C)=O)c(=O)n(C)c1C	1.1	-5	-10	1.1	2	101	4	7	4
O=C(Cc1cccs1)Nc1ccc2c(c1)C(=O)OC2	1	-2	-12	1.1	·	101	·	8	-5
CC1CCCC(C)N1CCNC(=O)Cn1nc(-c2ccccc2)ccc1=O (stereo not drawn)	1	-2	-11	1.1	-1	94	3	9	-11
COc1cccc(C(CC(=O)NCC2CCCO2)NS(=O)(=O)c2ccc(C)cc2)c1OC (stereo not drawn)	1.1	-2	0	1.1	3	117	-1	-1	4
CS(=O)(=O)NCCCc1ccccc1	1	-7	0	1	6	79	2	-4	1
Cc1ccc(S(=O)(=O)NC(CN2CCOCC2)=NCCNS(=O)(=O)c2ccccc2)cc1	1	0	7	1.1	2	91	6	9	-1
CCOC(=O)C1CCCN(S(=O)(=O)c2ccc(Br)c(OC)c2)C1 (stereo not drawn)	1.1	-1	-8	1.1	4	·	-3	-4	-1
CCN(Cc1cc2ccc(C)cc2[nH]c1=O)C(=O)c1ccncc1	1	-4	7	1.2	-1	160	-2	8	-10
Cc1cccc2cc(COC(=O)c3ccco3)c(=O)[nH]c12	1	0	4	1.2	5	182	7	13	-11
COc1ccc(Cl)cc1S(=O)(=O)N1CCN(C(=O)c2ccco2)CC1	0.98	-1	-9	1.2	-2	103	0	2	24
COc1ccc(Cn2nnnc2C(c2ccccc2Cl)N2CCN(C)CC2)cc1 (stereo not drawn)	0.99	-3	-15	1	3	104	5	8	-8
Nc1cc(C(=O)OCC(=O)NCc2ccco2)ccc1Cl	1	-3	2	1.8	-1	138	0	5	18
CCCOc1ccc(N2CC(C(=O)Nc3ccccc3C(=O)NCc3ccco3)CC2=O)cc1 (stereo not drawn)	1	-4	-4	1.2	-8	99	0	2	16
COc1ccc(C)c2sc(=NC(=O)c3ccc(C#N)cc3)n(C)c12	1.1	1	0	2	2	65	-5	3	8
COc1cccc(C2=CC(c3ccc(C)cc3)n3ncnc3N2)c1 (stereo not drawn)	1.1	-5	4	1.7	3	117	0	5	1
CCCc1cn(S(=O)(=O)c2ccc(OC)cc2OC)nc1N	0.99	-3	-1	1	1	80	9	6	-8
COCCNC(=O)CN1CCN(C(c2ccccc2)c2ccccc2)CC1	1	-2	-4	1	0	100	4	15	-4
O=C(NCc1ccc2c(c1)OCO2)c1ccc2c(=O)n(C3CCCC3)c(=O)[nH]c2c1	1	1	-8	1.3	4	106	4	7	6
O=C(CCCCCNc1nc(=S)[nH]c2ccccc12)N1CCN(c2ccccn2)CC1	1	-9	-10	1.2	·	85	·	0	8
Cc1ccc(C)c(NC(=O)C2CC(O)CN2C(=O)OCc2ccccc2)c1 (stereo not drawn)	1	1	-2	1.1	-1	81	2	2	8
CCOC(=O)N1CCN(c2c(NCCCOC(C)C)c(=O)c2=O)CC1	0.99	1	-5	1.1	1	90	7	0	-22

3 entries already listed, sorted by the number in ROCK2 blocker, ascending.
compound | ROCK2 blocker
COc1cccc(C(CC(=O)NCC2CCCO2)NS(=O)(=O)c2ccc(C)cc2)c1OC (stereo not drawn) | -1
COc1cccc(C2=CC(c3ccc(C)cc3)n3ncnc3N2)c1 (stereo not drawn) | 0
CC1CCCC(C)N1CCNC(=O)Cn1nc(-c2ccccc2)ccc1=O (stereo not drawn) | 3

Next structures:
SMILES	Abs 340nm	Hsp90 inh	Cdc25B block	Fluor 339 460	JNK3 blocker	HER2 expr 66K	ROCK2 blocker	PKA kinase inh	MKP-1 inh
COc1cccc(OC)c1OCCNCCO	0.99	-4	-1	1	-8	104	-2	0	12
COc1ccc(C)cc1-n1nnnc1SCC(=O)NC(=O)NCc1ccco1	1	-4	1	1.1	-1	90	-2	-2	14
COc1ccc(C(C)=O)cc1COC(=O)c1cc(C)oc1C	1	-2	2	1.3	18*	131	-5	1	20
Cc1ccc(CNc2nc3c([nH]2)c(=O)n(C)c(=O)n3C)cc1	0.99	3	-8	1.1	1	97	-4	-6	-21
O=C(CSc1nc(-c2ccccc2)nc2c1CCCC2)N1CCOCC1	1.1	-4	-7	1.1	0	107	3	5	7
COc1ccccc1N(CN1CCCC1=O)C(=O)COc1ccccc1	1	0	6	1.2	-8	107	1	8	6
O=C(c1cccc2c1C(=O)N(Cc1cccnc1)C2)N1CCN(c2ccccc2)CC1	0.99	-2	13	1	1	122	4	8	1
O=S(=O)(NCCCCCNS(=O)(=O)c1ccc(F)cc1)c1ccc(F)cc1	1	-5	-11	1.1	2	111	5	6	20
O=C(NCC(=O)N1CCC(N2CCCCC2)CC1)C1CCCCC1	1	-6	0	1	-6	82	-2	-3	2
CCOc1ccc(NS(=O)(=O)c2ccc(OCC(=O)NCCCOC)cc2)cc1	1.1	1	7	1.1	-6	97	-4	-4	2
Clc1ccc(-c2nnc(-c3ccccc3)o2)c(Cl)c1	0.98	2	-5	1	-2	-26*	0	-5	2
CC(C)n1c(-c2cccnc2)nc2cnccc21	0.97	-4	5	1.1	1	77	6	-7	-19
N#CC1=C(N)SC(N)=C(C#N)C1c1c(Cl)cccc1Cl	0.99	-20	2	1.1	0	68	2	2	6
Cc1oc2c(CN3CCOCC3)c(O)ccc2c(=O)c1-c1ccc(Br)cc1	0.99	-4	-3	3.1*	0	100	0	5	4
Cc1nn(-c2ccccc2)c(OC(=O)c2cccs2)c1S(=O)(=O)c1ccccc1	1	3	5	1.1	-2	94	0	-4	-9
COc1ccc(-c2nnc(SCC(=O)NC3CCCCC3)o2)cc1OC	1	-1	-4	1	4	110	6	4	-3
O=C(CN1CCSCC1)N1CCc2[nH]c3ccc(Br)cc3c2C1	0.97	-5	-3	1	0	65	13	12	14
Cn1c(N2CCCC2)nc2c1c(=O)n(Cc1cccc(F)c1)c(=O)n2C	1	-3	0	1.1	-3	109	0	0	-10
